NSD2 inh – inhibitors of human NSD2 methyltransferase; O96028; NSD2-SET H3K36me1 DELFIA fluorescence, biochemical; inhibition, % at 12.5 µM; 44,000 tested, 0.07% active; in the data active = inhibition above about 54%, passing the limit was not always enough; inconclusive = no clear call, values can overlap the other calls;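 also: inhibitors reduce the monomethyl H3K36 fluorescence signal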
Target sequence (O96028 whole entry, looked up): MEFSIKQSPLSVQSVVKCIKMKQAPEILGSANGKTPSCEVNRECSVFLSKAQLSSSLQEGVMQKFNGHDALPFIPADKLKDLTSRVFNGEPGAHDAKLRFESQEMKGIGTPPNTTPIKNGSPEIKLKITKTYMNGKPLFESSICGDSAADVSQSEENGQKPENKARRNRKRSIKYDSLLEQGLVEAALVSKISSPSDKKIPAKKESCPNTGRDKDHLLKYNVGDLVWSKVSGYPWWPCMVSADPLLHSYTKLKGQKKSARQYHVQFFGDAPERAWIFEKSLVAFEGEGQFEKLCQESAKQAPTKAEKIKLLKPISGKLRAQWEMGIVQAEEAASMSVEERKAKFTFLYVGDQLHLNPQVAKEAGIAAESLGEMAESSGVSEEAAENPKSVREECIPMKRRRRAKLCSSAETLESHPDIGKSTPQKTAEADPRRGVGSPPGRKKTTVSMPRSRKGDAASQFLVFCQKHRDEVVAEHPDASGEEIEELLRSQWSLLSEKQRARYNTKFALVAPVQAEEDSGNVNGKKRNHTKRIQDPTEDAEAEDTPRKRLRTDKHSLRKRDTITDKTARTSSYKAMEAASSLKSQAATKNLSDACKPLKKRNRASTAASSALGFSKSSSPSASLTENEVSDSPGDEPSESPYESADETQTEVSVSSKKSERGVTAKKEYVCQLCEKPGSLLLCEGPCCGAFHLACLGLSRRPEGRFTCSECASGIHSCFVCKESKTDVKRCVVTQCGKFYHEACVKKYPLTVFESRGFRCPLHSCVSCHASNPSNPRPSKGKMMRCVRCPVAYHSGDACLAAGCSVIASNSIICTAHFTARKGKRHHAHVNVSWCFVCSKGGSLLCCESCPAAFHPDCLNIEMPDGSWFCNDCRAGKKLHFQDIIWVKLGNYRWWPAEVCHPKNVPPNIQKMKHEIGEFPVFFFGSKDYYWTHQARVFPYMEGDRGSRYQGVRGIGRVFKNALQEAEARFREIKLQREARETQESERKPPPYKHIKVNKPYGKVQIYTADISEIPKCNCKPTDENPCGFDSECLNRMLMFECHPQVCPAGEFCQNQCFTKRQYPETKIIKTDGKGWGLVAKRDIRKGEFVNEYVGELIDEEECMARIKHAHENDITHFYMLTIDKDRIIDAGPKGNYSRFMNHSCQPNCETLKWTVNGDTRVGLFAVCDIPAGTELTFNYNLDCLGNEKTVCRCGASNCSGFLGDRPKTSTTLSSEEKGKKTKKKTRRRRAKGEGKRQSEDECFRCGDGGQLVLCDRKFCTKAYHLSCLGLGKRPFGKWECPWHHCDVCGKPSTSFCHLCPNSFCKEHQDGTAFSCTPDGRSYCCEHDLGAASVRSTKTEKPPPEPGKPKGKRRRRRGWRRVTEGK
* marks the source's active call; other numbers are inactive results; ? = inconclusive.

SMILES | NSD2 inh
Cc1ccc(S(=O)(=O)Nc2ccc3c(c2)CC(=O)N([C@H](C)CO)C[C@H](C)[C@@H](CN(C)Cc2ccc(-c4ccccc4)cc2)O3)cc1 | 3.5
Cc1ccc(S(=O)(=O)N(C)C[C@H]2Oc3ccc(NC(=O)Cn4cnnn4)cc3CC(=O)N([C@@H](C)CO)C[C@@H]2C)cc1 | 1.8
Cc1noc(C)c1S(=O)(=O)N(C)C[C@H]1OCc2cn(nn2)CCCC(=O)N([C@@H](C)CO)C[C@H]1C | 0.3
C[C@H]1CN([C@@H](C)CO)C(=O)c2cccc(NC(=O)C3CCCCC3)c2O[C@@H]1CN(C)C(=O)NC1CCCCC1 | 4.0
C[C@H]1CN([C@@H](C)CO)C(=O)c2cccc(NS(C)(=O)=O)c2O[C@H]1CN(C)S(=O)(=O)c1ccccc1 | -3.5
Cc1noc(C)c1NC(=O)N[C@@H]1CC[C@H](CC(=O)N2CCCCC2)O[C@@H]1CO | 1.7
C[C@H]1CN([C@@H](C)CO)S(=O)(=O)c2ccc(-c3ccc(C(=O)N(C)C)cc3)cc2O[C@H]1CN(C)C(=O)C1CCC1 | 1.4
Cc1noc(C)c1NC(=O)Nc1cccc2c1O[C@H](CN(C)Cc1ccc(C(F)(F)F)cc1)[C@@H](C)CN([C@@H](C)CO)C2=O | 1.8
COc1ccc(S(=O)(=O)N(C)C[C@H]2Oc3ncc(C#CC4(O)CCCC4)cc3C(=O)N([C@@H](C)CO)C[C@H]2C)cc1 | 13.3
COc1ccc(S(=O)(=O)Nc2cccc3c2O[C@H](CN(C)Cc2ccncc2)[C@H](C)CN([C@@H](C)CO)C3=O)cc1 | 1.3
Cc1noc(C)c1S(=O)(=O)Nc1ccc2c(c1)CC(=O)N([C@@H](C)CO)C[C@H](C)[C@@H](CN(C)Cc1ccc(-c3ccccc3)cc1)O2 | -5.9
CC(C)NC(=O)N(C)C[C@@H]1Oc2ncc(C3=CCCCC3)cc2C(=O)N([C@H](C)CO)C[C@@H]1C | ?
Cc1noc(C)c1S(=O)(=O)Nc1ccc2c(c1)C(=O)N([C@@H](C)CO)C[C@H](C)[C@H](CN(C)S(=O)(=O)c1ccc(Cl)cc1)O2 | 11.4
C[C@@H]1CN([C@@H](C)CO)C(=O)c2cccc(NS(=O)(=O)c3ccc(F)cc3)c2O[C@H]1CN(C)C(=O)Nc1ccc2c(c1)OCO2 | 8.3
C[C@@H]1CCCCO[C@@H](CN(C)Cc2ccc(Cl)c(Cl)c2)[C@@H](C)CN([C@@H](C)CO)C(=O)c2cc(NC(=O)Cc3ccccc3)ccc2O1 | -330.7
C[C@@H]1CN([C@@H](C)CO)C(=O)CCCn2nncc2CO[C@H]1CN(C)C(=O)Nc1ccc(N2CCN(C)CC2)cc1 | 2.2
C[C@H]1CN([C@@H](C)CO)C(=O)Cc2cc(NC(=O)Nc3ccc(C(F)(F)F)cc3)ccc2O[C@H]1CN(C)S(=O)(=O)c1cn(C)cn1 | 7.4
Cc1ccccc1-c1ccc2c(c1)O[C@@H](CN(C)C(=O)Nc1ccc(F)cc1)[C@H](C)CN([C@@H](C)CO)S2(=O)=O | -6.1
C[C@H]1CN([C@@H](C)CO)C(=O)c2cc(NC(=O)Cc3ccccc3)ccc2O[C@@H]1CN(C)C(=O)Nc1ccccc1 | -0.7
C[C@@H]1CN([C@H](C)CO)C(=O)c2cc(N(C)C)ccc2O[C@@H](C)CCCCO[C@H]1CN(C)C(=O)Nc1cccc2ccccc12 | -0.6
C[C@@H]1CCCCO[C@H](CN(C)Cc2ccc(Cl)c(Cl)c2)[C@H](C)CN([C@@H](C)CO)C(=O)c2cc(NS(C)(=O)=O)ccc2O1 | -2.8
C[C@H](CO)N1C[C@H](C)[C@H](CN(C)Cc2ccc(C(=O)Nc3ccccc3N)cc2)Oc2ccc(NC(=O)CCC(F)(F)F)cc2CC1=O | 0.9
COc1ccc(NC(=O)N(C)C[C@@H]2OCCCC[C@@H](C)Oc3ccc(NC(=O)C4CCCCC4)cc3C(=O)N([C@H](C)CO)C[C@@H]2C)cc1 | 3.7
CC(=O)N(C)C[C@H]1Oc2cc(C#Cc3ccccn3)ccc2S(=O)(=O)N([C@H](C)CO)C[C@@H]1C | ?
C[C@H]1CN([C@@H](C)CO)C(=O)c2cc(NS(=O)(=O)c3ccc(F)cc3)ccc2O[C@H]1CN(C)C(=O)Nc1ccccc1 | 4.0

The final two compounds of the part above are carried over, then new ones follow.
SMILES | NSD2 inh
CC(=O)N(C)C[C@H]1Oc2cc(C#Cc3ccccn3)ccc2S(=O)(=O)N([C@H](C)CO)C[C@@H]1C | ?
C[C@H]1CN([C@@H](C)CO)C(=O)c2cc(NS(=O)(=O)c3ccc(F)cc3)ccc2O[C@H]1CN(C)C(=O)Nc1ccccc1 | 4.0
C[C@@H]1CN([C@@H](C)CO)C(=O)c2cc(NC(=O)Nc3ccc4c(c3)OCO4)ccc2O[C@H]1CN(C)S(=O)(=O)c1ccc(F)cc1 | 0.2
C[C@H](CO)N1C[C@H](C)[C@H](CN(C)CC2CC2)Oc2ccc(N(C)C)cc2CC1=O | 12.6
C[C@H](CO)N1C[C@H](C)[C@H](CN(C)C)Oc2ncc(C#CC(C)(C)O)cc2C1=O | -0.6
Cc1ccc(S(=O)(=O)Nc2ccc3c(c2)CC(=O)N([C@H](C)CO)C[C@@H](C)[C@H](CN(C)C(=O)Nc2ccc(F)cc2)O3)cc1 | 1.4
COCC(=O)Nc1ccc2c(c1)[C@H]1C[C@@H](CC(=O)N[C@H](C)c3ccccc3)O[C@H](CO)[C@H]1O2 | -5.9
Cc1ccc(S(=O)(=O)N(C)C[C@H]2Oc3ccc(NS(=O)(=O)c4ccc(Cl)cc4)cc3C(=O)N([C@@H](C)CO)C[C@H]2C)cc1 | -0.1
CC(C)NC(=O)Nc1ccc2c(c1)C(=O)N([C@H](C)CO)C[C@H](C)[C@H](CN(C)C(=O)c1ccncc1)OCCCC[C@@H](C)O2 | 7.1
C[C@@H]1CCCCO[C@@H](CN(C)Cc2ccc(C(=O)Nc3ccccc3N)cc2)[C@@H](C)CN([C@H](C)CO)C(=O)c2cc(NS(=O)(=O)c3ccc(Cl)cc3)ccc2O1 | -1.3
CCCN(C)C[C@@H]1Oc2cc(C#CCC3CCCC3)ccc2S(=O)(=O)N([C@H](C)CO)C[C@H]1C | -2.1
C/C=C/c1cnc2c(c1)C(=O)N([C@@H](C)CO)C[C@H](C)[C@@H](CN(C)C(=O)Nc1ccc(OC)cc1)O2 | -3.1
O=C(CCCCCCC(=O)Nc1ccccc1O)N/N=C/c1cccc(O)c1 | -0.7
C[C@H]1CN([C@@H](C)CO)C(=O)c2cccc(NS(=O)(=O)c3ccccc3)c2O[C@@H]1CN(C)S(=O)(=O)c1ccccc1 | 1.6
C[C@@H]1CCCCO[C@@H](CN(C)Cc2ccc(C(=O)Nc3ccccc3N)cc2)[C@@H](C)CN([C@H](C)CO)C(=O)c2cc(NC(=O)c3ccncc3)ccc2O1 | -1.5
COc1ccc(NC(=O)Nc2ccc3c(c2)C(=O)N([C@H](C)CO)C[C@@H](C)[C@@H](CN(C)Cc2ccccc2)O3)cc1 | -1.3
C[C@H]1CN([C@@H](C)CO)C(=O)Cc2cc(NC(=O)Nc3cccc4ccccc34)ccc2O[C@H]1CN(C)Cc1ccc(C(F)(F)F)cc1 | -5.6
C[C@H](CO)N1C[C@H](C)[C@@H](CN(C)Cc2ccc(Oc3ccccc3)cc2)Oc2ccc(NC(=O)Nc3cccc4ccccc34)cc2CC1=O | 2.5
C[C@@H]1CN([C@H](C)CO)C(=O)c2cc(C#CCN(C)C)cnc2O[C@H]1CN(C)C(=O)c1cccnc1 | 0.5
CCCNC(=O)N[C@@H]1C=C[C@@H](CC(=O)NCCc2ccccc2)O[C@@H]1CO | 9.8
C[C@H]1CN([C@@H](C)CO)C(=O)c2cc(-c3ccccc3)cnc2O[C@H]1CN(C)C | 5.0
C[C@H]1CN([C@@H](C)CO)C(=O)c2cccc(NC(=O)c3ccncc3)c2O[C@H]1CN(C)C(=O)Nc1ccc(C(F)(F)F)cc1 | 9.1
C[C@H]1CN([C@@H](C)CO)C(=O)c2cc(NC(=O)Cc3ccccc3)ccc2O[C@@H]1CN(C)S(=O)(=O)c1cn(C)cn1 | 0.4
C[C@@H]1CN([C@H](C)CO)C(=O)c2cc(NS(=O)(=O)c3cccs3)ccc2O[C@@H]1CN(C)C(=O)NC1CCCCC1 | -2.8
COc1ccc(CN(C)C[C@@H]2Oc3ccc(NC(=O)Nc4ccc(C(F)(F)F)cc4)cc3CC(=O)N([C@H](C)CO)C[C@H]2C)cc1 | -14.0
CCOC(=O)c1c(C)c(C#N)c(/N=C/N(C)C)n1-c1ccc(Cl)cc1Cl | 2.9
C[C@@H]1CN([C@H](C)CO)C(=O)c2cc(NC(=O)Nc3ccc(F)cc3)ccc2O[C@@H](C)CCCCO[C@@H]1CN(C)C(=O)NC1CCCCC1 | -3.1

Exported as labelled records: entries from further up.
Cc1ccc(S(=O)(=O)N(C)C[C@H]2Oc3ccc(NS(=O)(=O)c4ccc(Cl)cc4)cc3C(=O)N([C@@H](C)CO)C[C@H]2C)cc1
  NSD2 inh: -0.1
CC(C)NC(=O)Nc1ccc2c(c1)C(=O)N([C@H](C)CO)C[C@H](C)[C@H](CN(C)C(=O)c1ccncc1)OCCCC[C@@H](C)O2
  NSD2 inh: 7.1
C[C@@H]1CCCCO[C@@H](CN(C)Cc2ccc(C(=O)Nc3ccccc3N)cc2)[C@@H](C)CN([C@H](C)CO)C(=O)c2cc(NS(=O)(=O)c3ccc(Cl)cc3)ccc2O1
  NSD2 inh: -1.3
CCCN(C)C[C@@H]1Oc2cc(C#CCC3CCCC3)ccc2S(=O)(=O)N([C@H](C)CO)C[C@H]1C
  NSD2 inh: -2.1

Continued.
SMILES | NSD2 inh
C[C@@H]1CN([C@H](C)CO)C(=O)c2cc(NC(=O)Nc3cccc4ccccc34)ccc2O[C@@H](C)CCCCO[C@H]1CN(C)S(=O)(=O)c1ccc(Cl)cc1 | -5.3
C[C@H](CO)N1C[C@H](C)[C@@H](CN(C)Cc2ccc(C(=O)Nc3ccccc3N)cc2)Oc2ccc(NS(=O)(=O)c3ccc(F)cc3)cc2CC1=O | 1.4
C[C@@H]1CN([C@H](C)CO)S(=O)(=O)c2ccc(-c3ccc(C#N)cc3)cc2O[C@@H]1CN(C)C(=O)Nc1cc(F)ccc1F | 0.0
C=C1C(=O)O[C@@H]2/C=C(/C)[C@H](O)CC(=O)[C@](C)(O)C[C@@H](OC(=O)/C(C)=C/C)[C@@H]12 | -2.1
C[C@@H]1CN([C@H](C)CO)C(=O)c2cccc(NC(=O)c3ccncc3)c2O[C@@H]1CN(C)Cc1ccc(-c2ccccc2)cc1 | -7.0
C[C@H](CO)N1C[C@H](C)[C@@H](CN(C)C)Oc2c(NS(=O)(=O)c3ccc(Cl)cc3)cccc2C1=O | 5.2
O=C(O)C[C@@H]1C[C@H]2c3cc(NC(=O)Nc4ccc(F)cc4)ccc3O[C@H]2[C@H](CO)O1 | 1.4
O=C(NO)c1ccc(C(=O)N/N=C/c2ccc(B(O)O)cc2)cc1 | 0.0
C[C@@H]1CN([C@H](C)CO)C(=O)c2cc(NS(=O)(=O)c3ccc(F)cc3)ccc2O[C@H]1CN(C)S(=O)(=O)c1ccc(F)cc1 | -0.5
CC(C)CC#Cc1ccc2c(c1)O[C@@H](CN(C)Cc1ccccc1F)[C@H](C)CN([C@@H](C)CO)S2(=O)=O | -1.8
C[C@H]1CN([C@@H](C)CO)S(=O)(=O)c2ccc(-c3cccc(C#N)c3)cc2O[C@H]1CN(C)C(=O)c1ccc(F)cc1 | -8.6
COCC(=O)N(C)C[C@H]1Oc2cc(-c3ccccc3)ccc2S(=O)(=O)N([C@@H](C)CO)C[C@@H]1C | -1.1
C[C@H](CO)N1C[C@H](C)[C@@H](CN(C)S(=O)(=O)c2cn(C)cn2)Oc2ccc(NS(=O)(=O)c3ccccc3)cc2CC1=O | 0.6
COc1ccc(S(=O)(=O)N(C)C[C@@H]2Oc3c(NC(=O)Nc4ccc(C(F)(F)F)cc4)cccc3C(=O)N([C@@H](C)CO)C[C@H]2C)cc1 | -8.3
C[C@H](CO)N1C[C@H](C)[C@H](CN(C)Cc2ccccc2)Oc2ccc(NC(=O)Nc3ccccc3)cc2CC1=O | -1.0
C[C@@H]1CN([C@H](C)CO)C(=O)Cc2cc(NS(C)(=O)=O)ccc2O[C@H]1CN(C)C | 0.0
C[C@@H]1CN([C@@H](C)CO)C(=O)c2cc(NC(=O)Nc3ccc(C(F)(F)F)cc3)ccc2O[C@@H]1CN(C)C(=O)Nc1ccc2c(c1)OCO2 | -11.0
C[C@@H]1CCCCO[C@@H](CN(C)S(=O)(=O)c2ccccc2)[C@@H](C)CN([C@H](C)CO)C(=O)c2cc(NC(=O)Nc3ccc(C(F)(F)F)cc3)ccc2O1 | -2.8
Cc1noc(C)c1NC(=O)Nc1cccc2c1O[C@@H](CN(C)Cc1ccc(Oc3ccccc3)cc1)[C@H](C)CN([C@@H](C)CO)C2=O | 5.3
C[C@@H]1CN([C@H](C)CO)C(=O)c2cc(NC(=O)Nc3ccccc3)ccc2O[C@@H]1CN(C)S(=O)(=O)c1ccccc1 | -0.1
COc1ccc(CN(C)C[C@@H]2Oc3ccc(NS(=O)(=O)c4ccc(C)cc4)cc3C(=O)N([C@H](C)CO)C[C@H]2C)cc1 | 4.4
C[C@@H]1CCCCO[C@@H](CN(C)Cc2ccncc2)[C@H](C)CN([C@H](C)CO)C(=O)c2cc(NC(=O)c3ccncc3)ccc2O1 | -7.4
Cc1cc(C)c(S(=O)(=O)Nc2ccccc2C(F)(F)F)c(C)c1 | 0.4
C[C@H]1CN([C@@H](C)CO)C(=O)c2cc(NC(=O)Nc3ccc(C(F)(F)F)cc3)ccc2O[C@@H]1CN(C)C | -1.0
C[C@H](CO)N1C[C@H](C)[C@@H](CN(C)C(=O)[C@H]2CCCN2C)OCc2ccccc2-c2ccccc2C1=O | 0.7
O=C(Nc1ccc(C(F)(F)F)cc1)Nc1ccc2c(c1)[C@H]1C[C@H](CC(=O)N3CCc4ccccc4C3)O[C@H](CO)[C@H]1O2 | 0.3

Compound activity deposited in PubChem by Broad Institute.

Only part of the results is shown; the hit share may differ from the screen's.
